# Bioassay records as filed in PubChem BioAssay.
# PV pol inh = poliovirus RNA polymerase inhibition; P03300; poliovirus polymerase elongation, fluorescence polarization; hits give low values; % elongation, % (compound at 16.7 µg/mL); 0.66% of 150,000 active; AID 588519; in the data active means % elongation below about 90%; further: some results filed as inactive read as strong as hits
# Target sequence (P03300 1749-2209 limits assumed): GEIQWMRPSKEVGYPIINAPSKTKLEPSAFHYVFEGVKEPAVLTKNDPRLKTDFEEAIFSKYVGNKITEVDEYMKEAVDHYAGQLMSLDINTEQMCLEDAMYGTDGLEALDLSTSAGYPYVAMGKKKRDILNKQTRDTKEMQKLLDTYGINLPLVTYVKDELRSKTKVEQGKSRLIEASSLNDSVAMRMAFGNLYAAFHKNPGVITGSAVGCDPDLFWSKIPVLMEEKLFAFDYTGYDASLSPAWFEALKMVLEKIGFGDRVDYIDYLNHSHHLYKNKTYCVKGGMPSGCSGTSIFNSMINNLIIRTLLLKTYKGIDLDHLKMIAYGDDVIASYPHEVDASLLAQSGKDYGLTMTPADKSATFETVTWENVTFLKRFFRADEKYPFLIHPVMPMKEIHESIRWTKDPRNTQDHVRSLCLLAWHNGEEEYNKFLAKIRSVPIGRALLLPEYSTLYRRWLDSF
# PV pol inh FP z-score = second read-out of PV pol inh, no call of its own (marks repeat the call); z-score; measured here: FP z-score; hits read low
# The depositor's hits bear a star. Some of the compounds tested; count on the stated rates, not on these rows.
# Values run as follows: PV pol inh, PV pol inh FP z-score
COC(=O)C1=C(O)/C(=C\c2ccc(Br)cc2)N=C1C
  101, -0.3
Cc1nncn1-c1ccc(C(=O)Nc2cc(F)ccc2F)cc1
  112, 1.2
CC1CCC(C(C)C)C(OC(=O)COC(=O)c2ccc(O)cc2)C1 (stereo not given)
  101, 0.1
COc1ccc(CCNC(=O)c2snnc2C)cc1
  101, -0.5
COc1ccc(/C=C/C(=O)Nc2cc(C)[nH]n2)cc1OC
  102, 0.1
O=C(CSc1nnc(-c2ccccc2)c(-c2ccccc2)n1)NC1CCCC1
  109, 0.5
COC1CCCCC1Nc1cc(C)ccc1C (stereo not given)
  94, -1
CCCCC(CC)Cn1c(=S)[nH]c2c(sc3ccccc32)c1=O (stereo not given)
  104, 0.7
O=C(CSc1nc(-c2cccs2)nc2cc(=O)[nH]n12)Nc1ccc(F)cc1
  107, 0.1
COc1ccc(C2C=C(c3ccccc3)Nc3ncnn32)cc1 (stereo not given)
  101, -0.3
O=c1[nH]c2ccc(N=Cc3ccccc3C(F)(F)F)cc2[nH]1
  103, 0.4
CC12C(=O)C3C4CC5C3C(=O)C1C5C42 (stereo not given)
  101, 0
Cc1nc2sccn2c(=O)c1S(=O)(=O)Nc1ccc(N2CCOCC2)c(Cl)c1
  110, 1.5
Oc1ccc(Oc2ncc(Cl)cc2Cl)cc1
  102, -0.1
CN1CCC(=NNC(=O)c2cccc(S(=O)(=O)Nc3cc(Cl)ccc3Cl)c2)CC1
  95, -0.5
O=C(SCc1ccco1)c1c(Cl)nc2ccccn12
  103, 0.6
Cc1ccc(C)n1-c1nnc(N2CCC(C(=O)NC3CCCCC3)CC2)s1
  102, 0.1
O=C(CSc1nnc(COc2ccccc2)o1)N1CCc2ccccc21
  103, 1.2
COc1ccc(N2CCN(Cc3nc4c(c(=O)[nH]c(=O)n4C)n3Cc3ccccc3F)CC2)cc1
  103, -0.4
Cc1ccccc1NC(=O)Cn1c(=O)n(Cc2ccc3c(c2)OCO3)c(=O)c2oc3ccccc3c21
  111, 0.8
O=C(Cc1n[nH]c(=O)c2ccccc12)Nc1ccccc1C(=O)NC1CCCC1
  105, -0.8
CCN1CCN(S(=O)(=O)c2ccc(Cl)c(C(=O)NCCc3ccc4c(c3)OCCO4)c2)CC1
  111, 0.9
Cc1ccccc1Cn1c(=O)n(Cc2ccco2)c(=O)c2ccc(C(=O)NC3CCCC3)cc21
  100, -0.5
CCOCCCN=C1NC(C)(C)CS1
  100, 0
CCCN1Cc2cccc(C(=O)Nc3cc(Cl)ccc3C)c2C1=O
  105, 0.1
CC(=O)c1ccc(NC(=O)Cn2c(=O)c3cccn3c3ccccc32)cc1
  106, -0.2
O=C(NCCc1ccccc1)c1cnc(N2CCCC2)nc1
  100, -0.6
COC(=O)c1ccc(CSc2nncc(=O)n2N)o1
  101, -0.2
Cc1cccc(CS(=O)(=O)CC2Nc3ccc(C(=O)NCc4ccccc4Cl)cc3NC2=O)c1 (stereo not given)
  166, 11
O=C(NCc1ccccc1F)C1CCN(Cc2cc3ccccc3n2Cc2cccc(Cl)c2)CC1
  110, 0.8
CCOC(=O)c1c(C)[nH]c(C)c1S(=O)(=O)NCC(=O)Nc1cc(Cl)ccc1OC
  107, 0.1
Cc1ccc(C)c(N2CCN(C(=O)c3cc(S(=O)(=O)N4CCCCCC4)cn3C)CC2)c1
  104, -0.5
CCOC(=O)CSc1nc2sc3c(c2c(=O)n1-c1ccccc1)CC(C(C)C)OC3 (stereo not given)
  105, 0.1
COc1cc2nc(Nc3ccc(C)c(C)c3)nc(N)c2cc1OC
  98, -1.9
Cc1ccccc1C(=O)Nc1ccc(S(=O)(=O)N2CCC(c3nc4ccccc4s3)CC2)cc1
  108, 0.2
COc1cccc(CN2CCN(Cc3ccc(F)cc3)C2c2ccc(SC)cc2)c1 (stereo not given)
  103, 0.6
CC1=CC(=O)C(CCCCCC2=CC(=O)C(C)=CC2=O)=CC1=O
  103, 0.3
COc1cc2[nH]c(=O)n(CCC(=O)N3CCN(c4ccc(Cl)cc4)CC3)c(=O)c2cc1OC
  108, 0.8
Cc1ccc2nc(COc3cccc(NC(=O)Nc4ccc(C)c(Cl)c4)c3)cc(=O)n2c1
  108, 0.6
NC(=O)c1cccc(N=Cc2cccc(Cl)c2Cl)c1
  98, -1
COc1ccc(OC)c(CNC(=O)CCn2c(=O)c3cccn3c3ccc(F)cc32)c1
  100, -1.2
Cc1cc(NC(=O)CCc2nc3cccnc3n2-c2ccccc2)ccc1Br
  107, 0.2
Cc1onc(-c2ccccc2)c1C(=O)NC1CCCCC1NC(=O)c1c(-c2ccccc2)noc1C (stereo not given)
  102, 0.3
O=C(CSc1cccc[n+]1[O-])Nc1cccc(Oc2ccccc2)c1
  103, 0.5
COC(=O)c1cc(OC)c(OC)cc1NC(=S)N1CCN(C)CC1
  101, -0.3
CC1CC(C)CN(Cc2nc(N)nc(Nc3ccc4ccccc4c3)n2)C1 (stereo not given)
  103, 0
Cc1oc(-c2ccc(Cl)cc2)nc1CS(=O)CC(=O)NCc1ccc(Cl)cc1 (stereo not given)
  108, 0.4
COc1ccc(N=C2SC(CC(=O)Nc3ccc(F)cc3F)C(=O)N2CCCN2CCOCC2)cc1 (stereo not given)
  100, -0.1
O=C(CCS(=O)(=O)c1cc2c3c(c1)CCN3C(=O)CC2)NCc1ccc(Cl)cc1
  103, -0.2
CC1(C(=O)Nc2cccc(Br)c2)Cc2ccccc2C(=O)O1 (stereo not given)
  107, 0.1
CCc1cccc(NS(=O)(=O)c2ccc3[nH]c4c(c3c2)CCCC4)c1
  102, -0.1
COc1ccc(CNC(=O)c2nc(SCc3ccccc3F)ncc2Cl)cc1
  105, -0.4
CC1(C)CC(=O)c2cn3ncnc3nc2C1
  102, 0.2
O=c1[nH]c(CNCCO)nc2ccsc12
  132, 4.1
COc1cccc(CNC(=O)N2CCC(CN3CCC(C)CC3)CC2)c1
  110, 0.7
CN(C)c1ccc(CNC(=O)C2CCN(Cc3cc4ccccc4n3Cc3ccccc3)CC2)cc1
  94, -3
COc1cc(Nc2nc3c(S(=O)(=O)c4cccc(Cl)c4)nnn3c3ccsc23)cc(OC)c1
  105, -0.1
O=c1[nH]c(CN2CCSc3ccccc32)nc2ccccc12
  111, 0.4
Oc1ccc(NC(=S)NCCc2ccccc2)cc1
  100, 0
CC(=O)Nc1ccc(NC(=O)c2cc3c(=O)n(Cc4cccnc4)ccc3nc2C)cc1
  99, -1.4

# New compounds follow.
# Values run as follows: PV pol inh, PV pol inh FP z-score
CCc1c(C)c(C#N)c2nc3ccccc3n2c1-n1ccnc1
  103, 0.2
N#C/C(=C\c1ccccc1)c1nc(-c2cc3c(ccc4ccccc43)oc2=O)cs1
  105, 0.3
Nc1nc2ccc(-c3nc4ccccc4o3)cc2s1
  101, 0
Cc1c(C(=O)N2CCC(C)CC2)c(S(=O)(=O)Nc2cccc(C#N)c2)c(C)n1C
  112, 1.3
O=C(CCC1CCCC1)NCc1ccc2[nH]c3c(c2c1)CCCC3
  103, 0.5
CC(C)c1cc(N)on1
  99, -0.3
COc1ccc(-c2oc(/N=C/c3ccccc3)c(C#N)c2-c2ccc(OC)cc2)cc1
  100, 0.2
COc1ccc(CCNC(=O)c2ccc(Cn3c(=O)c4ccccc4n(Cc4cccc(Cl)c4)c3=O)cc2)cc1OC
  107, 0.3
Cc1cccc(NS(=O)(=O)c2ccc3nc(-c4ccccc4)[nH]c3c2)c1C
  108, -0.2
O=C1CCCN1CC(O)CS(=O)(=O)c1ccc(Cl)cc1 (stereo not given)
  102, 0.4
CCc1ccccc1Nc1ncnc2c1nc1n2CCCC1
  109, 0.6
CCN1C(=O)C[C@@H](C(=O)NC)[C@@H]1c1ccc(OC)cc1OC
  102, -0.4
COc1ccc(-c2nnc(SCC(=O)Nc3ccc(C(C)=O)cc3)nc2-c2ccc(OC)cc2)cc1
  108, 0.6
Oc1cnn(-c2ccccc2)c1
  100, 0
CCCNC(=O)Cn1nc(C)c2sc3ccccc3c2c1=O
  101, -0.6

# An excerpt of these results, with each value named:
mol: CCc1c(C)c(C#N)c2nc3ccccc3n2c1-n1ccnc1
  PV pol inh: 103; PV pol inh FP z-score: 0.2

mol: N#C/C(=C\c1ccccc1)c1nc(-c2cc3c(ccc4ccccc43)oc2=O)cs1
  PV pol inh: 105; PV pol inh FP z-score: 0.3

mol: Nc1nc2ccc(-c3nc4ccccc4o3)cc2s1
  PV pol inh: 101; PV pol inh FP z-score: 0

mol: Cc1c(C(=O)N2CCC(C)CC2)c(S(=O)(=O)Nc2cccc(C#N)c2)c(C)n1C
  PV pol inh: 112; PV pol inh FP z-score: 1.3

# (further entries)
# Values run as follows: PV pol inh, PV pol inh FP z-score
O=C(CS(=O)(=O)c1ccc(Cl)cc1)Nc1nc2ccc(Br)cc2s1
  111, 1
CCC(=O)Nc1cccc(C(=O)N2CCc3ccccc32)c1
  105, 1.1
Cc1cccc(NC(=O)C(C)(C)C)c1
  104, 0.4
COCCCNC(=O)c1cc(-c2cccnc2)nc2ccccc12
  103, -1
CSc1nnc(CNC(=O)N(c2ccccc2)c2ccccc2)n1C
  101, -0.1
N#CC(C(=O)CN1CCCCC1)c1ccccc1 (stereo not given)
  106, 1.9
O=C(O)CNC(=S)N(Cc1cccs1)C1CCCCC1
  104, 0.8
COc1cc(NS(=O)(=O)c2cccc(Cl)c2Cl)cc(OC)c1
  108, 0.7
CC(=O)NCc1ccc(-c2csc(N)n2)o1
  102, 0
O=C(CSc1nnc(COc2ccccc2)n1Cc1ccco1)Nc1ccc2c(c1)OCO2
  102, 0.3
C(=N\n1cnnc1)/c1c[nH]c2ccccc12
  99, -0.8
NC(=O)COC(=O)c1cccc(C(F)(F)F)c1
  103, -0.2
CCOC(=O)c1ccc(/C=N/O)[n+](Cc2ccccc2)c1
  102, 0.2
Cc1ccc(-c2ccc(=O)n(CC(=O)Nc3ccc(C(C)C)cc3)n2)cc1
  110, 1
CCN(CC)S(=O)(=O)c1ccc(NC(=O)c2cc3ccc4cccnc4c3[nH]2)cc1
  105, -0.3
O=C(Nc1ccc(F)cc1)NC1CCCCC1NC(=O)Nc1ccc(F)cc1 (stereo not given)
  100, -0.1
CCCOc1ccc(C(=O)Nc2ccc(NC(=O)c3ccccc3)c(Br)c2)cc1
  105, 0.3
Cc1ccc(Cn2nnc3c(=O)[nH]c(C4CCN(S(=O)(=O)/C=C/c5ccccc5)CC4)nc32)cc1
  99, -0.6
Cc1noc(NS(=O)(=O)c2ccc(NC(=O)NC(C)(C(F)(F)F)C(F)(F)F)cc2)c1C
  104, 0.4
Cc1cccc(C2N3CC4(C(C)C)CN2CC(C(C)C)(C3)C4=O)c1 (stereo not given)
  108, 0.6
COCCNC(=O)C1CC(c2c(F)cccc2Cl)=NO1 (stereo not given)
  104, 1.3
O=C(NC(NCc1ccccc1Cl)(C(F)(F)F)C(F)(F)F)c1ccccc1
  99, -0.6
COc1ccc(NC(=O)C2(N(Cc3ccccc3)C(=O)Cc3nc(N)n[nH]3)CCCCC2)cc1
  101, -0.5
Cc1cc(=O)[nH]c(NNS(=O)(=O)c2ccc3ccccc3c2)n1
  104, 0.2
Cc1ccc(Cl)cc1-n1ncc2c(NCCCc3ccccc3)ncnc21
  96, -1.9
CCc1nn2c(=O)cc(COC(=O)c3ccccc3NC(=O)COc3ccc(C)c(C)c3)nc2s1
  104, -0.6
CN(CC(=O)Nc1ccccc1C(=O)NC1CC1)Cc1ccco1
  99, -0.1
CCn1c(=O)c(=O)[nH]c2cc(C(=O)NC(C)c3ccc(S(N)(=O)=O)cc3)ccc21 (stereo not given)
  101, -0.2
O=S(=O)(CCSc1ccc(C(F)(F)F)cn1)CCSc1ccc(C(F)(F)F)cn1
  105, 0.4
COc1ccc(OC)c(N=Cc2cc(I)cc(C)c2O)c1
  107, 1.8
Cc1cc(C(=O)NCC(C)c2ccccc2)n[nH]1 (stereo not given)
  103, 0.5
O=C(CN1C(=O)/C(=C/c2ccccc2F)Sc2ccccc21)N1CCCC1
  103, 0.8
C=C1C2(C(=O)Nc3cc(C)on3)CCC(C2)C1(C)C (stereo not given)
  99, -0.6
CN(C(=O)c1ccccc1O)C1CCCCC1
  102, 0.1
CC(C)C[C@H]1C(=O)N2CCC[C@H]2[C@]2(O)O[C@](NC(=O)[C@@H]3C=C4c5cccc6[nH]cc(c56)C[C@H]4N(C)C3)(C(C)C)C(=O)N12
  92, -0.9
Cc1cc(-n2c(C)cc(C(=O)Cn3cc(S(=O)(=O)N(C)C)ccc3=O)c2C)no1
  104, 0.2
CC(C)(C)N(N)C(=S)NCc1ccc(F)cc1
  86*, -2.2*
COc1cccc(NC(=O)COC(=O)c2ccccc2F)c1
  100, -0.7
O=C(c1cc(N2CCOCC2)c2nc3ccccc3c(=O)n2c1)c1ccccc1O
  123, 2.9
Cc1ccc(Cl)cc1N1CCN(S(=O)(=O)c2cn(C)c(C)n2)CC1
  102, -0.9
CCOC(=O)c1c(NC(=O)C(C)Sc2cn(CCNC(=O)c3c(F)cccc3F)c3ccccc23)sc2c1CCC2 (stereo not given)
  110, 1.5
Cc1nonc1OCCNC(=O)C12CC3CC(CC(C3)C1)C2
  102, 0
COc1ccc(OC)c(CNC(=O)CCc2c(C)nc3c(c2C)c(=O)n(C)c(=O)n3C)c1
  112, 1.3
O=c1oc(-c2ccccn2)nc2ccccc12
  98, -0.2
CC(C)c1cnc2c(c1SCC(=O)Nc1ccc(C(N)=O)cc1)c(=O)n(C)c(=O)n2C
  112, 0.7
O=C(Cc1ccccc1)NC1CCN(S(=O)(=O)c2cccc(F)c2)CC1
  100, -0.6
Cc1c(C(=O)N(C)c2cccc(C(F)(F)F)c2)sc2nc3n(c(=O)c12)CCCCC3
  111, 0.8
CC(=O)OC[C@H]1O[C@@H](n2cc(Br)c(=O)[nH]c2=O)C[C@@H]1OC(C)=O
  104, 0.4
COc1ccc(/C=C/C(=O)Nc2ccccc2)cc1
  101, -0.2
COc1cc(NC(=O)c2cc(S(=O)(=O)N3CCc4ccccc43)cn2C)cc(OC)c1OC
  109, 0.4
